ALOX15 inhib – blocks human 15-lipoxygenase activity. P16050. actives 1.4% (n = 74,000). purified 15hLO-1, xylenol orange hydroperoxide absorbance. Potency, µM (top dose mostly 57.1 µM), for inactives: at the top dose activity change, negative = inhibition, actives largely listed as inhibitors. AID 887; also: potency is read from the fitted curve at half-maximal effect; % is scaled to controls: 0 for no effect and ±100 for the full control effect; nearly all actives have a fitted effect of over 55% in size
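Quantitative HTS in 25 mM Hepes pH 7.5 containing 0.01% Triton X-100: human 15hLO-1 at 40 nM, arachidonic acid at 50 uM, 6 min turnover. Product quantified via ferrous oxidation/xylenol orange, 573:405 nm absorbance ratio.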
HEK293 cAMP cs – parental HEK293 cAMP activation (counter-screen). Potency, µM (titrated, usually from 57.1 µM), inactives show at the highest dose activation, most hits filed as activators. actives 2.5% (n = 73,000). parental HEK293 CNG cAMP sensor, membrane potential fluorescence; also: potency is read from the fitted curve at half-maximal effect; % of control where 0% means no effect; nearly all actives have a fitted effect of over 55% in size
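Parental HEK 293 cells stably expressing a cAMP-gated CNG channel were loaded with membrane potential dye containing 100 uM RO 20-1724 for 60 min. Compound added for 30 min; depolarization read as fluorescence intensity at 590 nm.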
Caspase-7 inhib – allosteric or competitive inhibitors of human caspase-7; P55210; recombinant caspase-7, Ac-DEVD-AFC fluorescence rate; Potency, µM (highest dose often 57.5 µM), without a hit: top-dose activity change, negative = inhibition, hits mostly inhibitors; actives 0.02% (n = 75,000); AID 889; active = well fitted inhibition curve with a large enough effect in the main read-out, with a control signal flat, not every such curve was filed as active; inconclusive = small, poorly fitted or top-dose-only effect, or a change in a side signal; also: potency is read from the fitted curve at half-maximal effect; % of control where 0% means no effect
USP2a inhib – inhibitors of human ubiquitin-specific protease USP2a. O75604. USP2a enzymatic assay, qHTS inhibition. Potency, µM (series often up to 38.3 µM), inactives show top-dose activity change, negative = inhibition, most hits filed as inhibitors. actives 0.1% (n = 60,000). AID 927;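 also: potency is read from the fitted curve at half-maximal effect; nearly all actives have a fitted effect of over 60% in size; plate controls were DMSO for no effect and NEM full inhibition control for full effect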
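Inhibition is measured in a cell-free coupled assay with 20 nM USP2 core, 20 nM Ub-PLA2 and 20 uM NBD C6-HPC, 2.5 h incubation. Activity normalized to NEM control.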
Tau filament bind – binds recombinant human tau filaments | Potency, µM (highest dose often 57.1 µM), inactives show at the top dose activity change, negative = inhibition | actives 2% (n = 71,000) | recombinant tau filaments, thioflavin S fluorescence, 15 h; filaments grown with octadecylsulfate alongside compound | AID 596 | P10636;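 also: potency is read from the fitted curve at half-maximal effect; % is scaled to controls: 0 for no effect and ±100 for the full control effect; actives lower thioflavin S fluorescence by blocking filaments or displacing dye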
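ThS-based fibril read: tau 1 uM final, inducer ODS 30 uM final, 37 C for 15 h, ex 450/em 510 nm.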
HADH2 inh – blocks human hydroxyacyl-CoA dehydrogenase type II | recombinant HADH2, NADH fluorescence, beta-hydroxybutyryl-CoA | AID 886 | actives 3.4% (n = 73,000) | Q99714 | Potency, µM (series often up to 57.1 µM), for the others: at the top dose activity change, negative = inhibition, usual class: inhibitors; also: potency is read from the fitted curve at half-maximal effect; % is scaled to controls: 0 for no effect and ±100 for the full control effect; nearly all actives have a fitted effect of over 60% in size; many of its hits are not listed in these tables
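His-tagged recombinant enzyme from E. coli, 20 nM, preincubated 15 min RT with compound; reaction started with 1 mM NAD+ and 90 uM beta-hydroxybutyryl-CoA in 100 mM Tris-HCl pH 9.0. NADH fluorescence (ex 360/em 450) read over 4 min; last-minus-first difference.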
Pol III holo inh – DNA polymerase III holoenzyme inhibition | Potency, µM (series often up to 57.1 µM), for the others: at the highest dose activity change, negative = inhibition | reconstituted DNA polymerase III holoenzyme replication, biochemical | actives 0.25% (n = 71,000); also: potency is read from the fitted curve at half-maximal effect; % is scaled to controls: 0 for no effect and ±100 for the full control effect
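Reconstituted *E. coli* holoenzyme (0.35 nM Pol III, 1 nM beta, 154 nM SSB, 2 nM primase) was preincubated with compound for 15 min at RT. Synthesis on 1.4 nM ssM13Gori ran 35 min, then was stopped with PicoGreen/EDTA and read as dsDNA fluorescence.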
Rhodamine autofl – compound autofluorescence in rhodamine spectral region | Rhodamine-region fluorescence, 547/598 nm, Tris buffer; active compounds read high | max dye-equivalent concentration, M | actives 0.05% (n = 59,000) | AID 594; in the data active = max dye-equivalent concentration above about 11 nM; inconclusive = between about 1.1 nM and that limit
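Intensities are converted to rhodamine-equivalent concentration using a six-point rhodamine standard on each plate. Compounds sit 15 min at room temperature in 100 mM Tris buffer, pH 8.0; read uses the 547/598 nm excitation/emission pair.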
Caspase-1 inhib – blocks human caspase-1 allosterically or competitively; P29466; Caspase-1 enzyme, Ac-WEHD-AFC fluorogenic rate; Potency, µM (series often up to 57.5 µM), for inactives: at the top dose activity change, negative = inhibition, actives largely listed as inhibitors; actives 0.03% (n = 75,000); AID 900;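 also: potency is read from the fitted curve at half-maximal effect; plate controls were vehicle for no effect and no substrate for full effect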
BRCT PPI green – blocks human BRCA1 BRCT binding to phosphopeptide, green readout; P38398; actives 0.05% (n = 75,000); BRCA1 BRCT-phosphopeptide binding, green fluorescence polarization; Potency, µM (top dose mostly 76.9 µM), for the others: at the top dose activity change, negative = inhibition, hits mostly inhibitors;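 also: potency is read from the fitted curve at half-maximal effect; plate controls were peptide without protein for full effect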
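Fluorescence polarization: His-tagged BRCT (~35 kDa BRCA1 C-terminus, 250 nM) bound to 100 nM fluorescein-labeled phosphorylated 10-aa BACH1 peptide, pH 7.3 phosphate buffer with DTT and Tween 20. Compounds incubated 12 min at room temperature; inhibition read as lowered polarization.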
BRCT PPI red – inhibitors of human BRCA1 BRCT-phosphoprotein interaction (red fluorophore) | P38398 | BRCT-phosphopeptide binding, red fluorescence polarization | Potency, µM (titrated, usually from 76.9 µM), for the others: at the highest dose activity change, negative = inhibition, most hits filed as inhibitors | actives 0.03% (n = 75,000); also: % is scaled to controls: 0 for no effect and ±100 for the full control effect
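Fluorescence polarization: 100 nM His-tagged BRCA1 BRCT with 100 nM TAMRA-labelled phospho-BACH1 decapeptide, phosphate buffer pH 7.3 with 150 mM NaCl, DTT, 0.01% Tween 20; 12 min RT. Binding inhibition seen as FP decrease.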
Active calls of the source: *; i = inactive; ? = inconclusive; nt = not tested or not shown; [ ] = remark or other dose. Unless noted, calls follow the shape of the dose curve; as a rule, active = well fitted curve in the direction sought with a large enough effect; inconclusive = small, poorly fitted or top-dose-only effect, or another doubt; inactive = no such curve, though single readings can be large; an effect the other way counts as inactive or inconclusive. Some of the compounds tested; rates above refer to the full screens.

SMILES	ALOX15 inhib	HEK293 cAMP cs	Caspase-7 inhib	USP2a inhib	Tau filament bind	HADH2 inh	Pol III holo inh	Rhodamine autofl	Caspase-1 inhib	BRCT PPI green	BRCT PPI red
COCCOC(=O)c1c(C)oc2ccc(OC(=O)c3c(OC)cccc3OC)cc12	-7%	19%	-3%	11%	49%	-25%	-5%	i	-3%	0.4%	0.9%
c1cc(-c2noc(CCC3CCCC3)n2)ccn1	9%	?	-1%	4%	-8%	9%	-4%	i	2%	-1.9%	2.2%
CCOC(=O)N1CCN(S(=O)(=O)c2ccc(C)c(C)c2)CC1	-6%	10%	-1%	4%	-10%	-1%	-2%	i	0%	1.6%	-1.6%
COc1nc(-c2ccc(C)cc2)ccc1-c1noc(-c2ccco2)n1	-11%	12%	-13%	31%[activator]	-4%	16µM*	-3%	i	?	7.1%	0.6%
c1ccc(Nc2ccccc2)cc1	1%	-9%	-3%	nt	-5%	-13%	3%	nt	-2%	-0.7%	-0.7%
O=C(c1cnn2c1NC(c1ccco1)CC2C(F)(F)F)N1CCN(c2cccc(Cl)c2)CC1 (stereo not drawn)	-20%	14%	-2%	30%	15%	1%	-4%	i	-2%	-0.8%	0.0%
Cc1ccc(S(=O)(=O)N(C)Cc2ccc(-c3nnco3)cc2)cc1	-2%	25µM*	0%	-2%	1%	11%	-9%	i	3%	1.7%	-1.6%
CN(C)c1ccc(C(c2nnnn2C(C)(C)C)N2CCN(C(=O)c3ccco3)CC2)cc1 (stereo not drawn)	-6%	6%	0%	-2%	-2%	-4%	0%	i	1%	1.5%	-1.8%
CC(=O)c1c(C)[nH]c(C(=O)OCCCCN2C(=O)c3ccccc3C2=O)c1C	-1%	23%	1%	10%	-2%	13%	-6%	i	-1%	-1.6%	1.2%
COc1ccc(N(CC(=O)NC2CCCCCCC2)S(=O)(=O)c2c(C)nn(C)c2C)cc1	-1%	3%	-1%	nt	32%	8%	2%	nt	-5%	-0.7%	0.5%
Cc1c(C#N)c2ccccc2n1CC(=O)N1CCc2ccccc2C1	-11%	?	-2%	nt	3%	1%	2%	nt	1%	1.3%	0.1%
N[C@@H](CNO)C(=O)O	3%[11.4 µM]	3%[11.4 µM]	1%[11.5 µM]	nt	-7%[11.4 µM]	14%[11.4 µM]	-7%[11.4 µM]	i	0%[11.5 µM]	0.4%[15.4 µM]	0.3%[15.4 µM]
CC1CCc2c(sc(NC(=O)c3ccc(Cn4cc(Br)cn4)o3)c2C(N)=O)C1 (stereo not drawn)	-16%	-13%	-13%	7%	87%	13%	-7%	i	-12%	-1.4%	1.2%
CCOC(=O)NC(=O)CSc1nnc(C)s1	2%	3%	1%	-15%	0%	1%	-2%	i	0%	1.0%	-0.2%
Cc1cc(C(=O)CSc2nnnn2-c2ccc(Cl)cc2)c(C)n1CC1CCCO1 (stereo not drawn)	0%	?	-5%	2%	9%	1%	-1%	i	1%	0.3%	0.0%

Part of the list above in a different format:
Value order – ALOX15 inhib | HEK293 cAMP cs | Caspase-7 inhib | USP2a inhib | Tau filament bind | HADH2 inh | Pol III holo inh | Rhodamine autofl | Caspase-1 inhib | BRCT PPI green | BRCT PPI red
O=C(c1cnn2c1NC(c1ccco1)CC2C(F)(F)F)N1CCN(c2cccc(Cl)c2)CC1 (stereo not drawn)
    -20% | 14% | -2% | 30% | 15% | 1% | -4% | i | -2% | -0.8% | 0.0%
Cc1ccc(S(=O)(=O)N(C)Cc2ccc(-c3nnco3)cc2)cc1
    -2% | 25µM* | 0% | -2% | 1% | 11% | -9% | i | 3% | 1.7% | -1.6%

In the list so far, 2 contain a Cl atom:
SMILES	ALOX15 inhib	HEK293 cAMP cs	Caspase-7 inhib	USP2a inhib	Tau filament bind	HADH2 inh	Pol III holo inh	Rhodamine autofl	Caspase-1 inhib	BRCT PPI green	BRCT PPI red
O=C(c1cnn2c1NC(c1ccco1)CC2C(F)(F)F)N1CCN(c2cccc(Cl)c2)CC1 (stereo not drawn)	-20%	14%	-2%	30%	15%	1%	-4%	i	-2%	-0.8%	0.0%
Cc1cc(C(=O)CSc2nnnn2-c2ccc(Cl)cc2)c(C)n1CC1CCCO1 (stereo not drawn)	0%	?	-5%	2%	9%	1%	-1%	i	1%	0.3%	0.0%

(more compounds)
SMILES	ALOX15 inhib	HEK293 cAMP cs	Caspase-7 inhib	USP2a inhib	Tau filament bind	HADH2 inh	Pol III holo inh	Rhodamine autofl	Caspase-1 inhib	BRCT PPI green	BRCT PPI red
CC(C)Cc1cc(C(=O)Nc2c(F)cc(F)cc2Br)no1	-1%	2%	-2%	nt	-3%	-2%	-4%	nt	0%	-1.1%	0.6%
CSc1nc(-c2ccccc2)ccc1C(N)=O	-10%	29%	1%	19%	-18%	6%	4%	i	-1%	-0.3%	0.7%
CCn1c(=O)c2c3c(sc2n2c(SCc4ccc(F)cc4)nnc12)CCCC3	15%	-58%[inhibitor]	-1%	nt	nt	-7%	nt	nt	-2%	1.4%	2.3%
CCCCn1ccnc1C(=O)c1cccc(S(=O)(=O)N2c3ccccc3CC2C)c1 (stereo not drawn)	1%	16%	-2%	-7%	-16%	2%	2%	i	-6%	-0.2%	1.1%
COc1ccc(NC(C)c2cc(Cl)ccc2O)cc1 (stereo not drawn)	-7%	-18%	0%	-3%	21%	-6%	-3%	i	-2%	1.6%	-1.2%
C=CCOc1nc(N2CCCC2)nc(N2CCCC2)n1	0%	17%	0%	1%	3%	7%	-6%	i	-1%	-0.3%	0.2%
CCN(CCCNC(=O)CC(C(=O)N1CCc2ccccc21)n1ccnc1)c1cccc(C)c1 (stereo not drawn)	18%	-7%	-1%	29%	1%	-5%	6%	i	-3%	-0.8%	0.4%
Cc1ccccc1-c1nc(NCCN2CCOCC2)c2ccccc2n1	-12%	-11%	-1%	-17%	4%	6.3µM*	-5%	i	0%	1.0%	-1.5%
CS(=O)(=O)N1CCN(c2ccccc2NC(=O)c2cccs2)CC1	-2%	?	0%	7%	-25%	17%	-1%	i	-1%	-0.2%	0.6%
O=C(O)c1cc(O)c2c(c1)C(=O)c1cc(O)cc(O)c1C2=O	2%	nt	0%	-12%	nt	nt	nt	nt	-2%	2.0%	-3.4%
Cn1c(=O)c2c(ncn2CC(=O)N2CCN(c3cccc(Cl)c3)CC2)n(C)c1=O	6%	5%	-2%	9%	-2%	5%	0%	i	-2%	-1.7%	-0.9%
CC12CN3CC(C)(CN(C1)C3c1ccc(Br)cc1)C2=O (stereo not drawn)	1%	7%	-11%	-3%	3%	-5%	1%	nt	-9%	-2.5%	0.7%
O=C1C2CCCN2C(c2ccc(Cl)cc2)N1c1nccs1 (stereo not drawn)	-3%	3%	1%	2%	-3%	-2%	5%	i	0%	0.6%	0.6%
COc1ccc(C(=O)NCC(=O)NC2=NCCS2)cc1	-1%	?	-3%	nt	-13%	-10%	-6%	nt	-2%	-5.1%	-1.5%
CCSc1nnc(-c2ccc(S(=O)(=O)NCc3cccs3)cc2)o1	-3%	15%	0%	0%	2%	7%	3%	i	0%	1.2%	-1.2%
COCC(C)n1c(SCC(=O)N2CCCCC2)nc2ccccc2c1=O (stereo not drawn)	0%	?	7%	4%	-10%	37%[activator]	0%	i	1%	-1.1%	-0.2%
Cc1cc(N2CCN(c3ccccn3)CC2)n2nc(C)nc2n1	8%	9%	1%	-9%	7%	-2%	-2%	i	2%	-1.2%	-1.6%
O=C(CSc1nc2c(cnn2-c2ccccc2)c(=O)[nH]1)N1CCOCC1	6%	-6%	1%	-3%	12%	0%	3%	i	2%	0.4%	-4.6%
Cc1ccc(S(=O)(=O)NC2CCCCC2)cc1	-21%	50%	-2%	nt	-3%	-6%	-4%	nt	-3%	-2.6%	1.2%
COCc1c(C)cc(C)c(/C=N/O)c1C	3%	3%	0%	19%	2%	?	2%	i	-1%	-1.6%	1.1%
CC(=O)c1ccc(OCCCC(=O)NCC(c2ccco2)N(C)C)cc1 (stereo not drawn)	5%	-1%	-3%	4%	-3%	15%	-1%	i	-2%	-3.5%	0.0%
CC1(C)C(=O)Nc2ccccc2N1C(=O)COc1ccc(S(=O)(=O)N2CCOCC2)cc1Cl	-11%	?	-15%	32%[activator]	-15%	-3%	-5%	i	4%	0.2%	-0.4%
CC(C)NC(=O)CN(C(=O)CCC(=O)Nc1ccccn1)c1ccc(F)c(Cl)c1	-4%	7%	-1%	35%[activator]	-6%	13%	2%	i	-1%	1.3%	-1.9%
O=C(OCC1COc2ccccc2O1)c1c(F)cccc1F (stereo not drawn)	-14%	5%	0%	0%	-6%	-8%	0%	i	-2%	0.7%	-0.1%

Screening results as filed in PubChem.
